TNAP activators – human TNAP enzyme activators, primary screen, biochemical, luminescent, no phosphate acceptor, uHTS (AID 1001). purified TNAP, luminescent activation assay, no phosphate acceptor; higher activation fold means a stronger effect. 200,000 tested, 0.03% active. activation fold at 20 µM, or EC50 in µM where a hit was titrated. Alkaline phosphatase, tissue-nonspecific isozyme (Homo sapiens); in the data active = activation fold from about 3, or a potency from the dose series; inactive = the rest, 99 in 100 with activation fold below about 1.6; note: many of its hits are not listed in these tables
human PMI inhibition – inhibitors of human PMI, primary screen, biochemical, fluorescence intensity, coupled assay (AID 1209); purified PMI enzyme, coupled fluorescence intensity; higher % means a stronger effect; inhibition, % at 20 µM, or IC50 in µM where a hit was titrated; 190,000 tested, 0.42% active; Mannose-6-phosphate isomerase (Homo sapiens);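 note: plate controls were DMSO vehicle for no effect and wells lacking substrate for full effect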
ER stress rescue – rescue of cells from ER stress-induced death, primary screen, 384-well, CSM14.1, thapsigargin, ATP luminescence (AID 1222) | CSM14.1 thapsigargin-induced death rescue, ATP luminescence; higher % means a stronger effect | cellular ATP content (survival), % at 20 µM; hits with a dose series show EC50 in µM | 190,000 tested, under 10 active;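 active = EC50 below 50 µM in the dose-response confirmation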;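 note: death triggered by thapsigargin at about 15 µM added after 2 h compound pretreatment; cell ATP read after overnight thapsigargin exposure of roughly 18 to 22 hours; normalized against plate controls of thapsigargin alone and 5% DMSO vehicle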
Hep lipid drop – inhibitors of hepatocyte lipid droplet formation, primary screen, imaging, high-throughput imaging, BODIPY stain. AML12 mouse hepatocytes, oleate lipid droplets. inhibition, % at 6.5 µM. 240,000 tested, 0.4% active;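 active = lipid droplet intensity inhibited by at least 50%, with more than 500 cells counted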
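Assay system: AML12 hepatocytes (mouse) / Also added: 100 µM oleic acid challenge / Times: overnight treatment with compound plus oleate / Detection: high-content imaging of BODIPY-stained droplets and DAPI nuclei / Evaluation: % inhibition of lipid droplet signal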
P. falciparum M1AAP – P. falciparum M1AAP inhibitors, biochemical, fluorogenic H-Leu-NHMec substrate, 1536-well (AID 1445) | Aminopeptidase N (Plasmodium falciparum (isolate 3D7)) | recombinant M1AAP, H-Leu-NHMec fluorogenic kinetic assay; higher % means a stronger effect | inhibition, % at 30 µM; hits with a dose series show IC50 in µM | 220,000 tested, 0.42% active;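 active = primary inhibition above the hit cutoff, then over 50% inhibition at one or more dose response concentrations, cut at about 23% in these data, passing the limit was not always enough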;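 note: plate controls were DMSO full reaction for no effect and no enzyme background for full effect; strong numbers were not always called active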
WT yeast gro inh – growth inhibition of WT strain, primary screen, mitochondrial fusion inhibitor project, WT and mutant strains, chemical genetic; inhibition, % at 10 µM; mitochondrial fusion phenotypic screen; AID 1362, 2008; 190,000 tested, 2.1% active; in the data active = inhibition above about 58%; tested in S. cerevisiae
Myeloid diff MLP – induction of myeloid progenitor differentiation, primary screen, cell-based, flow cytometry, MLPCN library. calls only at 10 µM. ER-HoxA9 myeloid progenitors, lysozyme-GFP differentiation. 360,000 tested, 1% active;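 active = normalized GFP-positive differentiation at or above the plate's own cutoff, the solvent-only control mean plus 3 SD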;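 note: cells exposed to compound for four days before flow analysis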
PMI inhibition – human PMI inhibitors, high substrate, primary screen, biochemical, fluorescence intensity, high mannose 6-phosphate (AID 1220); Mannose-6-phosphate isomerase (Homo sapiens); recombinant PMI enzyme, coupled fluorescence intensity; higher % means a stronger effect; inhibition, % at 20 µM, or IC50 in µM where a hit was titrated; 190,000 tested, 0.66% active
K1F lysis inhibition – inhibition of K1F phage lysis, E. coli UTI89, bacterial capsule biogenesis inhibitors, alamar blue (AID 488966) | 340,000 tested, 0.02% active | inhibition, % at 100 µM, or IC50 in µM where a hit was titrated | E. coli UTI89 K1F phage lysis, alamar blue, 2 h; higher % means a stronger effect;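 active = phage lysis inhibition, versus mean bacterial control, above a set limit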;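 note: capsule biogenesis inhibitors block K1F phage lysis so surviving cells raise fluorescence; higher fluorescence means more inhibition of phage lysis; actives were called in the ten point dose series up to 300 µM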
WT yeast gro inh mutant strain – recorded beside WT yeast gro inh, whose call it bears; inhibition, %; mitochondrial fusion phenotypic screen, mutant strain inhibition
Hep lipid drop cells 6.5 µM – recorded beside Hep lipid drop, whose call it bears; cell count; measured here: cell count, cytotoxicity flag;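 cells counted across two imaged fields per well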
Myeloid diff MLP GFP+ MAC1+ % – recorded beside Myeloid diff MLP, whose call it bears; GFP+ MAC1+ double positive, %; measured here: differentiation confirmed by MAC1 staining
* marks the source's active call; other numbers are inactive results; i = inactive; x = not tested or not shown; + = active, no number; [ ] = dose if it differs, or a comment. Cut-off read from the data, not from the text of the source, unless noted: active = inhibition above about 50%; inactive = the rest.

SMILES | TNAP activators | human PMI inhibition | ER stress rescue | Hep lipid drop | Hep lipid drop cells 6.5 µM | P. falciparum M1AAP | WT yeast gro inh | WT yeast gro inh mutant strain | Myeloid diff MLP | Myeloid diff MLP GFP+ MAC1+ % | PMI inhibition | K1F lysis inhibition
Cc1ccc(C)c(NC(=O)C2(C)CC3c4ccccc4C2c2ccccc23)c1 (stereo unspecified) | 1.4 | 0% | -0.4% | x | x | -2% | 0 | -8 | x | x | -2% | 0.1%
Cc1cccc(-c2nc(CN3CCCC(C(=O)NC4CCCC4)C3)c(C)o2)c1 (stereo unspecified) | 1.1 | 10% | -1.7% | -45 | 605 | 7% | 3 | -16 | i | 1.5 | 8% | -0.4%
CCN1CCN(Cc2nc3c(c(=O)n(C)c(=O)n3C)n2C(C)C(C)=O)CC1 (stereo unspecified) | 1.1 | -4% | -2.9% | x | x | 6% | 10 | 3 | i | 1.6 | -7% | 0.9%
COc1ccccc1Oc1cc(F)nc(N)n1 | 1.1 | -1% | -2.7% | x | x | 2% | 7 | 55 | i | 0.5 | -6% | 5.3%
CS(=O)(=O)N(CC(=O)NC1CCCCC1)Cc1ccc(Cl)cc1 | 1.1 | 3% | 1.6% | -13 | 777 | 13% | -14 | -12 | i | 0.8 | -9% | 5.8%
CC(C)(CC(=O)O)CC(=O)NCc1c(Cl)cccc1Oc1ccccc1 | x | x | x | 5 | 730 | 16% | x | x | i | 0.5 | x | 1.5%
O=C(/C=C\c1ccccc1)Nc1ccc(NC(=O)c2ccco2)cc1 | 1.1 | -14% | -0.5% | 33 | 647 | 4% | 23 | 21 | i | 0.1 | -2% | -0.1%
O=C(O)CCCN1C(=O)C(=O)/C(=C(/O)c2ccccc2)C1/C=C/c1ccccc1 (stereo unspecified) | 1.1 | -8% | 0.3% | 2 | 741 | 6% | 4 | -14 | i | 0.1 | -5% | 0.3%
COc1ccccc1NC(=O)CN1CCSc2ccccc21 | 1.1 | -17% | -12% | -12 | 668 | 1% | 1 | -1 | i | 0.3 | -9% | -0.1%
CCN1c2ccccc2-c2nc3ccccc3n2C1c1cccs1 (stereo unspecified) | 1.3 | 14% | -0.5% | -3 | 602 | 8% | 64* | 45* | i | 0.6 | 7% | 3.3%[50 µM]
CC(NC(=O)Cc1cccs1)C(c1cccs1)N1CCOCC1 (stereo unspecified) | 1.1 | -17% | -2.0% | -3 | 712 | 2% | -3 | -7 | i | 1.1 | -13% | -0.3%
COc1cc(O)c(CCC(=O)c2cc(OC)c(OC)c(OC)c2)c(OC)c1 | 1.1 | 4% | 0.7% | -12 | 697 | 12% | -8 | -7 | i | 0.9 | 15% | 3.1%
O=CN1CCN(C(=S)Nc2ccc(OC(F)F)cc2)CC1 | x | x | x | -26 | 685 | 2% | x | x | i | 0.2 | x | -0.1%
O=C(c1cc(F)ccc1F)C1CCCN(C(=O)c2ccc(F)cc2Cl)C1 (stereo unspecified) | 1.1 | 13% | -0.8% | -17 | 731 | -4% | 34 | 26 | i | 0.5 | 14% | 0.2%
COc1oc(-c2ccccc2)nc1C(F)(F)F | 1.1 | 5% | -1.7% | 5 | 823 | 4% | -6 | 3 | i | 2.0 | -3% | 0.8%[50 µM]
COc1cc(CC(=O)NNC(=O)c2cc(C)oc2C)cc(OC)c1OC | 1.1 | 6% | 1.4% | 2 | 564 | 2% | -12 | -7 | i | 0.7 | 0% | 0.2%
COc1cc(/C=C2/C(=O)N(c3ccccc3)N=C2C)ccc1OS(=O)(=O)c1ccccc1 | 0.9 | 7% | 2.7% | 4 | 629 | 16% | 0 | 2 | x | x | 25% | x
O=C(CN1CCN(CCN2C(=O)c3cccc4cccc(c34)C2=O)CC1)c1ccc(Cl)cc1 | 0.9 | -68% | 1.8% | -13 | 642 | 12% | 10 | 18 | x | x | -155% | x
COC(=O)C1=C(SC)N(c2ccc(OC)cc2)C(c2ccccc2)CC1=O (stereo unspecified) | 1.1 | 4% | -1.4% | x | x | 12% | -8 | 15 | i | 0.3 | 5% | 0.0%
CCC(C)N1CCCC1C(=O)Nc1c(C)cc(C)cc1C (stereo unspecified) | 1.1 | -18% | -0.1% | 2 | 711 | 2% | -21 | -5 | i | 2.1 | -12% | 0.1%

Grouped by structure, the compounds so far with a thiophene ring, fused or not.
SMILES | TNAP activators | human PMI inhibition | ER stress rescue | Hep lipid drop | Hep lipid drop cells 6.5 µM | P. falciparum M1AAP | WT yeast gro inh | WT yeast gro inh mutant strain | Myeloid diff MLP | Myeloid diff MLP GFP+ MAC1+ % | PMI inhibition | K1F lysis inhibition
CCN1c2ccccc2-c2nc3ccccc3n2C1c1cccs1 (stereo unspecified) | 1.3 | 14% | -0.5% | -3 | 602 | 8% | 64* | 45* | i | 0.6 | 7% | 3.3%[50 µM]
CC(NC(=O)Cc1cccs1)C(c1cccs1)N1CCOCC1 (stereo unspecified) | 1.1 | -17% | -2.0% | -3 | 712 | 2% | -3 | -7 | i | 1.1 | -13% | -0.3%

More results
SMILES | TNAP activators | human PMI inhibition | ER stress rescue | Hep lipid drop | Hep lipid drop cells 6.5 µM | P. falciparum M1AAP | WT yeast gro inh | WT yeast gro inh mutant strain | Myeloid diff MLP | Myeloid diff MLP GFP+ MAC1+ % | PMI inhibition | K1F lysis inhibition
O=C(NCCOc1cccc2cccnc12)c1cccs1 | 1.1 | 10% | -0.8% | 8 | 657 | 2% | -10 | -10 | i | 0.2 | 13% | -0.1%
COC(=O)c1cccc(Nc2ncnc3sccc23)c1 | 1.6 | -9% | 0.0% | -5 | 683 | -2% | -2 | 13 | i | 0.5 | 2% | 0.0%
COc1ccccc1OCC(=O)Nc1nonc1NC(=O)COc1ccccc1OC | 1 | -6% | -0.3% | -37 | 679 | 11% | 18 | 13 | i | 0.6 | -4% | 1.6%
Cc1ccc(NC(=S)N2CCC(N(C)CC3CCCO3)CC2)c(C)c1 (stereo unspecified) | 1.2 | 1% | -0.9% | 20 | 791 | 7% | -7 | -32 | i | 0.3 | 0% | 8.2%
CCN=c1sc2ccccc2n1CC(O)COc1ccccc1 (stereo unspecified) | 1 | -1% | -3.3% | -1 | 818 | 2% | 12 | 13 | i | 0.6 | 0% | -0.1%
CC(=O)N(/N=C/c1ccc([N+](=O)[O-])o1)c1nc2ccccc2c(=O)n1-c1ccccc1 | x | x | x | 11 | 701 | -1% | x | x | i | 1.0 | x | 0.5%
O=C(COc1ccc(S(=O)(=O)N2CCOCC2)cc1)N1CCc2ccccc2C1 | x | x | x | 9 | 663 | 0% | x | x | i | 0.3 | x | 3.3%[50 µM]
O=C(NCCCN1CCOCC1)c1cc(-c2ccc(Cl)cc2)on1 | 1.1 | 4% | -2.1% | 11 | 690 | 12% | 0 | 11 | i | 7.8 | -2% | 0.7%
CCN(CC)C(=O)c1cc2c(=O)oc3ccccc3c2s1 | 1 | 6% | 0.0% | 5 | 729 | 2% | -10 | 11 | i | 9.2 | 7% | 3.5%
O=C(NCCCn1ccnc1)c1cc2ccccc2o1 | 0.9 | 8% | -0.9% | 2 | 694 | 4% | -11 | 12 | i | 0.5 | 4% | -0.4%[50 µM]
CC(=O)c1sc(NC(=O)c2ccc(C)c(C)c2)nc1C | 1.2 | -3% | x | -5 | 692 | 1% | -30 | -17 | i | 0.0 | -3% | 6.6%
CN1CCN(C(=O)CN(c2ccccc2)S(=O)(=O)N(C)C)CC1 | 1.1 | -3% | -0.4% | -8 | 672 | -6% | -11 | 0 | x | x | -6% | x
O=C(Nc1cc(N2CCOCC2)ncn1)Nc1cccc2ccccc12 | 1.1 | 10% | -2.0% | 1 | 776 | 0% | 19 | 9 | i | 3.8 | -11% | 1.7%
COCCn1c(NC(=S)NC(=O)C2CC2)cc(=O)[nH]c1=O | 1.4 | 0% | -0.7% | -12 | 669 | 2% | -19 | 21 | i | 1.0 | -9% | 1.2%
Clc1ccc(CNc2ccccc2NCc2ccc(Cl)nc2)cn1 | 1.2 | 32% | 2.9% | 0 | 668 | 8% | -17 | -13 | i | 0.9 | 54%* | 1.0%
N=c1sccn1CC(=O)Nc1ccccc1-c1ccccc1 | 0.9 | -3% | -1.5% | -26 | 704 | 6% | 5 | -1 | i | 0.7 | -14% | 1.4%
COc1ccc(NC(C)=O)cc1S(=O)(=O)N1CCN(C(=O)c2ccccc2F)CC1 | x | x | x | -18 | 695 | -8% | x | x | i | 0.2 | x | 0.0%
O=C(O)c1cc2c(ccc3ccccc32)[nH]1 | 1.2 | 4% | -0.5% | 1 | 729 | -3% | 9 | 4 | i | 1.1 | -2% | -0.8%
N#Cc1c(SCC(=O)Nc2ccccc2)nsc1SCC(=O)Nc1ccccc1 | 1.1 | 17% | 0.6% | 4 | 559 | 2% | -2 | -8 | i | 0.1 | 6% | 1.0%
COc1ccc(C2C(C(C)=O)=C(C)N=c3s/c(=C\c4cc(C)n(C)c4C)c(=O)n32)c(OC)c1 (stereo unspecified) | 0.8 | 5% | 3.8% | x | x | 16% | 21 | 2 | + | 9.7* | 40% | 0.2%
Cc1cccc(OCCCC(=O)Nc2ccc(N3CCCCC3)cc2)c1C | 1.1 | -4% | -1.5% | x | x | 7% | 61* | 24* | i | 9.0 | 4% | 1.0%
COc1cc(C=O)ccc1OCCOCCOc1ccc(Cl)cc1 | 1.1 | -6% | -1.9% | x | x | 10% | 2 | 2 | i | 0.6 | 0% | 0.3%
Cc1ccc(S(=O)(=O)N(C)C)cc1NC(=O)CCc1c[nH]c2ccccc12 | 1 | -5% | 0.7% | -50 | 605 | 1% | -11 | 2 | i | 0.5 | -6% | 0.3%
CCOC(=O)c1c(NC(=O)c2ccc(Cl)s2)sc(C)c1C | 1 | 18% | -2.7% | -8 | 662 | x | 10 | -10 | i | 2.1 | 16% | 1.9%
COC(=O)Cc1[nH]c(=O)[nH]c1C(=O)OC | x | x | x | -6 | 692 | 6% | x | x | i | 0.9 | x | -0.6%[50 µM]
COc1ccc(NC(=O)CCN2CCCC2)c(OC)c1 | 1 | 0% | -1.6% | -2 | 759 | -1% | -6 | -7 | i | 1.2 | -1% | -1.3%
COC(=O)c1ccc(CSCC(=O)Nc2cc(OC)cc(OC)c2)o1 | 1.2 | -3% | 0.2% | x | x | 0% | -20 | 3 | i | 1.7 | -1% | 0.1%
O=C(NCCOc1ccccc1Cl)C(=O)Nc1ccccc1 | 1 | -9% | 1.2% | -2 | 650 | 2% | -6 | -2 | i | 0.6 | -6% | -8.3%
